# Assay outcomes deposited in PubChem BioAssay by Sanford-Burnham Center for Chemical Genomics.
# TIM10 inh: growth inhibitors of isogenic TIM10 control yeast, primary screen, counter-screen for tim10-1 yeast inhibitor project, luminescence, uHTS. S. cerevisiae TIM10 strain growth, BacTiter-Glo luminescence, 24 h. inhibition, % at 10 µM. hit rate 1.4% among 330,000. AID 463195, 2010;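 active = inhibition of 40% or more at the single tested concentration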;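 also: wild-type TIM10 isogenic control strain grown at permissive 25 °C; 0% = DMSO yeast wells and 100% = minimal medium wells without yeast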
# tim10-1 inh: growth inhibitors of tim10-1 mutant yeast, primary screen, luminescence, uHTS | S. cerevisiae tim10-1 ts strain growth, BacTiter-Glo, 24 h | inhibition, % at 20 µM | hit rate 2.2% among 330,000;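 active = inhibition of at least 40%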;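 also: mutant grown at 25 °C; 0% = DMSO wells with yeast and 100% = wells holding no yeast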
# MIN6 prolif: inducers of MIN6 beta-cell proliferation, primary screen, ATP luminescence, uHTS; MIN6 cells proliferation, ATPlite luminescence, 48 h; cells starved in 0.2% serum; 100% = growth in 10% serum; proliferation, % at 10 µM; hit rate 0.29% among 330,000; AID 2380, 2010;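 active = compounds whose signal lies at least 3.5 SD above the mean of all wells on their plate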;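 also: 0% = DMSO-treated cells in low-serum medium and 100% = 10% serum control; some compounds called inactive have numbers as strong as hits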
# GRIN3A LBD mod: binders of NR3A ligand-binding domain, primary screen, biophysical, differential scanning fluorimetry, uHTS | Glutamate receptor ionotropic, NMDA 3A (GRIN3A) ligand-binding domain | NR3A LBD differential scanning fluorimetry, Tm shift; 0% = protein alone, 100% = glycine-bound protein | Tm shift relative to glycine control, % at 25 µM | hit rate 2.5% among 340,000 | AID 1259313, 2017;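 active = melting temperature shift of at least 10% of the positive control shift, at one fixed dose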
# APJ ag: agonists of human apelin receptor APJ, primary screen, CHO-K1 cells, PathHunter beta-arrestin, luminescence. P35414. 0% DMSO wells, 100% apelin. activation, % at 20 µM. hit rate 0.11% among 330,000. AID 2520, 2010;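 active = activation more than six SD over the plate average, tested at 20 µM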;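 also: 0% = DMSO alone and 100% = apelin-13 at 10 nM; some results filed as inactive read as strong as hits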
# Target sequence (P35414 whole entry, looked up): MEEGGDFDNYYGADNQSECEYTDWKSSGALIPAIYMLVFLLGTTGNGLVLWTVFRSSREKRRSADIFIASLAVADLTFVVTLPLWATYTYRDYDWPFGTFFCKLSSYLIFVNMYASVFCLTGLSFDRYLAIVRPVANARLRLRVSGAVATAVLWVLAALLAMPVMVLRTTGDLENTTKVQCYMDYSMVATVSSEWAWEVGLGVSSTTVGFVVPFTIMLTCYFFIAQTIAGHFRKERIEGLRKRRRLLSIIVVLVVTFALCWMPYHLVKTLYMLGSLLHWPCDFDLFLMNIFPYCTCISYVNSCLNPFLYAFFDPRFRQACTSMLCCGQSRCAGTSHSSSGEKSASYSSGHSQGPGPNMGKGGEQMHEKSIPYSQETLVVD
#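 Test system – PathHunter CHO-K1 APJ (AGTRL-1) beta-arrestin reporter cells · Input – 1000 cells/well · Compound – single test compound dose, 20 µM final, 1% DMSO · Times – compound stimulation 90 min at 25 °C, detection 60 min · Technique – beta-gal luminescence · Read-out basis – APJ–arrestin association signal · Control set – negative DMSO alone, positive Apelin-13 at 10 nM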
# MPTP block: mitochondrial permeability transition pore inhibitors, primary screen, biochemical, isolated mouse mitochondria, absorbance; AID 602449, 2012; hit rate 1.4% among 360,000; inhibition, % at 10 µM; Ca2+ swelling absorbance, 30 min;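 active = inhibition of 50% or more, scaled per plate between neutral and stimulator controls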;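 also: 0% = DMSO wells given calcium and 100% = 1 mM EGTA wells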
# APJ antag: antagonists of human apelin receptor APJ, primary screen, CHO-K1 cells, beta-arrestin complementation, luminescence; P35414; inhibition, % at 20 µM; hit rate 0.32% among 330,000;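 active = inhibition above about 40% at 20 µM, limit read from the data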;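 also: cells challenged with 10 nM apelin-13 agonist together with compound; plate controls were apelin-13 plus DMSO wells for no effect and DMSO wells lacking apelin-13 for full effect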
# NLRP3 yeast inh: NALP3 inflammasome inhibitors in reconstituted yeast, primary screen, luminescence, uHTS; Yeast reconstituted NLRP3/ASC/caspase-1, beta-gal luminescence, 24 h; inhibition, % at 10 µM; hit rate 0.39% among 330,000;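 active = inhibition of 50% or more; inactive = inhibition below 50%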;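 also: plate controls were induced DMSO wells for no effect and uninduced yeast grown without galactose for full effect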
# tim23-1 inh: growth inhibitors of tim23-1 mutant yeast, primary screen, luminescence, uHTS; inhibition, % at 20 µM; hit rate 1.3% among 330,000; S. cerevisiae tim23-1 growth, BacTiter-Glo luminescence, 24 h;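 active = growth inhibition of the mutant yeast at or above 50%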;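 also: temperature-sensitive mutant grown at 25 °C; plate controls were DMSO-treated mutant yeast for no effect and medium wells lacking yeast for full effect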
# * hit, by the source's call; . = no result given.
SMILES,TIM10 inh,tim10-1 inh,MIN6 prolif,GRIN3A LBD mod,APJ ag,MPTP block,APJ antag,NLRP3 yeast inh,tim23-1 inh
O=C(/C=C/c1ccc(O)cc1)OCc1occc(=O)c1O[C@@H]1OC(CO)[C@@H](O)[C@H](O)[C@@H]1O (stereo partly drawn),1,-17,2,1,8,-0.6,-64,23,8
Cc1ccc(NC(=O)NC2CCCCCCC2)c(C)c1,14,-5,5,1,-2,-0.8,2,15,10
COc1ccc(CC2S/C(=C(\C#N)C(=O)NCc3ccco3)N(c3ccc(C)cc3)C2=O)cc1 (stereo not drawn),10,10,1,-5,-7,7.0,2,20,7
CCn1ncc(NC(=S)Nc2ccc(OC)c(OC)c2)c1C(N)=O,4,-11,-1,-3,-4,0.6,20,21,-6
CCC(C)NC(=O)Cn1c(=O)n(-c2ccccc2)c(=O)c2ccc(C(=O)NCc3ccco3)cc21 (stereo not drawn),9,15,1,-1,-2,1.2,-2,8,-13
O=C1OCCC1Sc1nnc(-c2cccnc2)n1-c1ccccc1F (stereo not drawn),0,-13,1,1,-2,-0.9,4,6,11
CC(C)(C)c1cc(CCC(=O)NN)cc(C(C)(C)C)c1O,-19,4,0,0,-5,1.7,13,24,8
CCN(CC)S(=O)(=O)c1ccc(N2CCCC2)c(NC(=O)C2CCCCC2)c1,-3,-14,-1,-1,-3,2.0,7,10,6
CCCCN1CCc2c([nH]c3c(C)cccc23)C1=O,-5,16,-4,-2,6,-0.2,3,29,7
CCOC(=O)C1(CCCc2ccccc2)CCN(C(=O)CN2CCOC2=O)CC1,14,23,0,1,-3,1.7,-1,-11,8
Cc1c(-c2n[nH]c(=S)n2-c2ccc(C(F)(F)F)cc2)nnn1-c1ccccc1,13,-1,3,2,-2,-1.4,5,16,16
O=C(NC(=S)NCc1cccnc1)c1ccccc1,3,5,0,-1,-1,6.5,-2,20,1
CCOC(=O)c1oc2ccccc2c1COC(=O)C(C)NC(=O)c1ccco1 (stereo not drawn),-20,-5,-5,0,-1,0.3,-30,7,13
Cc1cc(C(=O)O)ccc1NCc1ccncc1,-5,-11,1,-2,0,-0.4,-4,10,-8
COCCNC(=O)CCSCc1ccccc1F,5,-1,0,-1,4,0.1,-3,10,5
Cn1cccc1Cc1nnc(SCC(=O)NCc2ccco2)n1-c1ccc(F)cc1,10,15,-4,1,-5,-1.2,-23,10,-4
Clc1ccccc1-c1cc(COc2ccc3ccccc3c2)no1,-1,-3,-4,-1,-1,1.6,21,4,3
O=C(O)CSc1c2c(nc3cc(C(=O)Nc4cccc(C(F)(F)F)c4)ccc13)CCCC2,1,14,-2,-1,-4,-3.0,3,16,3
CCOc1ccc(N2C(N)=NC(N)=NC2(C)C)cc1,-2,-6,-2,2,0,-4.5,17,25,-5
S=c1[nH]nc(-c2ccccc2)n1/N=C/c1cccc(Cl)c1,27,28,-2,2,0,0.1,19,30,19
COc1ccc2[nH]c3c(c2c1)CCN1C(=O)C(CC(=O)NCc2cccc(C(F)(F)F)c2)C[C@H](C(=O)N(C(C)C)C(C)C)[C@@]31C (stereo partly drawn),3,16,.,-9,.,0.3,.,.,34
COc1ccc(OC)c(/C=C/C(=O)OCC(=O)NCc2cccs2)c1,41*,21,0,0,-4,-1.6,3,23,22
O=C(CCO)c1ccc(O)cc1,-5,3,0,-1,-3,-0.2,11,18,11
CC(C)NC(=O)c1ccc(-c2ccc(Cl)c(C(F)(F)F)c2)o1,-5,15,2,0,-5,1.6,-26,5,-8
COc1ccccc1C(=O)CSc1ccccn1,10,7,0,-2,-4,0.6,0,26,12
COc1ccc(OCCn2cnc3ccccc32)cc1,-5,-15,0,-1,2,1.8,7,39,-5
Cc1c(C=C2C(=O)c3ccccc3C2=O)cc(C#N)n1C,-5,2,-1,1,0,.,-12,3,9
COc1ccccc1-c1coc2cc(OC(=O)N3CCOCC3)ccc2c1=O,12,17,-1,0,-3,1.3,18,8,17
CC1=C(C(=O)N2CCN(C(=O)c3ccco3)CC2)C2(CCC(C)CC2)OC1=O (stereo not drawn),7,9,-3,0,-1,-2.8,11,15,16
CCOC(=O)c1ccc(N=C2NC(=O)CS2)cc1,10,20,-1,-1,0,1.5,13,12,25
COc1ccc(S(=O)(=O)N2CCN(c3c(C)cccc3C)CC2)cc1OC,13,19,-4,-4,-1,33,8,9,26
COc1ccc2c(C)cc(SCC(=O)N3CCOCC3)nc2c1,8,24,1,1,-6,-0.6,21,11,3
COc1ccc(CCNC(=O)C23CCC(C)(C(=O)C2Br)C3(C)C)cc1OC (stereo not drawn),-10,-7,-1,2,-3,2.5,4,-2,-1
Cc1cc(NC(=O)c2ccccc2F)cc(C)c1OCC(=O)N1CCOCC1,0,-14,-4,-1,-5,-1.7,5,7,-6
COCCNC(=O)COC(=O)c1cc(-c2ccc(OC)cc2)nc2ccccc12,20,18,-2,-2,-1,-0.6,-11,28,26
O=C(CCC(=O)c1ccccc1)NCc1cccc(C(F)(F)F)c1,27,2,-7,-1,-3,0.6,-2,27,10
CC1CCN(c2nc(-c3ccccc3)cc(C(F)(F)F)n2)CC1,0,15,-5,5,-3,3.8,-4,23,15
O=C(NCCCN1CCCCC1)c1ccc(CS(=O)c2ccc(F)cc2)o1 (stereo not drawn),-15,-16,-4,-1,-2,0.9,5,3,-11
Cc1ccccc1NC(=O)Cn1nnc(C(=O)NCc2ccco2)c1N,4,-6,-2,-1,-2,-1.0,0,-11,1
Cc1cc(C)cc(OCCNC(=O)c2cc(S(=O)(=O)N3CCOCC3)ccc2F)c1,13,20,-3,2,-1,-0.4,7,15,18
NNC(=O)c1cc(-c2cccs2)nc2ccccc12,15,22,0,1,1,-0.7,-5,-1,34
COc1cc2c(cc1OC)-c1cc(Nc3ccc(C(=O)O)cc3)nc(=O)n1CC2,10,12,-3,-4,-1,1.7,8,-9,15
Cn1ncc(Br)c1N1C(=O)CCC1=O,8,-1,1,-1,2,1.9,18,-11,-2
CCOC(=O)c1nsnc1NCCSC(=N)N,6,3,-3,0,-3,9.5,3,14,-1
O=C1OCCN1C(=O)[C@H]1[C@H](c2ccc([N+](=O)[O-])cc2)C(c2ccc(F)cc2)=NN1c1ccccc1,14,24,.,3,.,-1.4,.,.,44
CC(C)Sc1nnc([C@H](Cc2c[nH]c3ccccc23)NC(=O)OC(C)(C)C)o1,12,13,-3,1,-1,5.4,-12,-1,32
CCOC(=O)C1=C(C)OC(N)=C(C#N)C1c1ccccc1 (stereo not drawn),17,16,-2,-9,-2,-0.5,-2,13,16
COc1cc(/C=C/CO)ccc1O[C@@H]1O[C@H](CO)[C@@H](O)[C@H](O)[C@H]1O,3,4,-4,1,-2,-1.1,-2,1,10
Cc1cc(C)n(CC(=O)NNC(=O)CCCOc2ccc(Cl)c(C)c2)n1,7,-15,4,-3,3,-0.7,-42,8,-3
COc1cccc(NC(=O)CN(C)S(=O)(=O)c2ccc(C)cc2)c1,6,20,-2,3,-1,0.9,7,8,10
O=C(CSc1n[nH]c(=O)n1Cc1ccco1)N1CCOCC1,9,3,-2,0,2,0.4,-9,6,7
CCOC(=O)C1CCN(c2c(N3CCN(Cc4ccccc4)CC3)c(=O)c2=O)CC1,5,8,1,-1,-2,-0.2,4,-13,-6
Cc1ccc(N(Cc2ccccc2)C(=O)c2cc(S(=O)(=O)N3CCOCC3)ccc2N2CCCC2)cc1,14,29,1,-3,0,-0.1,7,15,16
Cc1ccc(-n2c(C)nn(CC3CC3)c2=O)cc1,5,6,0,1,1,0.3,8,-6,-4
O=C(NNC(=O)c1cccnc1)NC12CC3CC(CC(C3)C1)C2,10,-1,-1,3,0,-1.0,-5,-9,-4
CCC(C)C(NC(=O)C1CCC(=O)N1C(=O)OCc1ccccc1)C(=O)NC(C(=O)N1CCCC1C(N)=O)C(C)CC (stereo not drawn),5,9,-2,-1,1,-0.7,-3,7,-3
CN(C)c1ccc(C(=O)C(O)c2ccc(C(C)(C)C)cc2)cc1 (stereo not drawn),-6,-10,-1,8,-3,11,3,36,-1
Cc1cc(C)c(OCC(=O)N2CC=C(c3ccccc3)CC2)c(C)c1,9,19,-1,2,-2,-0.8,2,9,22
CCN(c1ccc2c(c1)OCO2)S(=O)(=O)c1cc(Br)cc2c1N(C(=O)C1CC1)CC2,20,28,-5,-2,-6,2.8,-1,14,31
CC1CCN(C(=O)C(C)NCc2ccc(F)cc2)CC1 (stereo not drawn),-4,-11,1,0,-1,-0.6,2,9,-4

# Further entries follow.
SMILES,TIM10 inh,tim10-1 inh,MIN6 prolif,GRIN3A LBD mod,APJ ag,MPTP block,APJ antag,NLRP3 yeast inh,tim23-1 inh
COc1ccc(OCCC(=O)OCC(=O)NCc2ccccc2)cc1,1,13,0,0,1,6.8,-9,0,13
Clc1cccc2sc(N3CCOCC3)nc12,-14,-14,-2,-1,1,-1.0,-16,-6,12
COc1ccc(-c2c(C)nn3c(N)c(-c4ccccc4)cnc23)cc1OC,13,15,-2,-5,4,0.8,-3,15,29
CCC(C(=O)Nc1ccc(C(=O)N2CCCC2)cc1)c1ccccc1 (stereo not drawn),28,2,0,-3,-2,0.7,20,9,19
C=CCOc1ccc(/C=C/C(=O)OCC(=O)NCC(=O)Nc2c(C)cc(C)cc2C)cc1,12,19,-5,0,-5,1.6,-31,17,21
Cc1ccccc1N1CC(C(=O)Nc2ccc(S(=O)(=O)NCC3CCCO3)cc2)CC1=O (stereo not drawn),-2,10,0,-4,-4,-1.7,-1,8,14
Cc1ccc2c(c1)C(=O)CC(O)(C(F)(F)F)O2 (stereo not drawn),-11,-8,-1,2,2,-0.8,2,14,12
O=C1Nc2ccc(F)cc2C12SCCS2,8,24,-3,0,6,-3.5,0,16,28
CCc1ccccc1NC(=O)CCNC(=O)Cn1ccc2ccccc2c1=O,-2,-9,1,-6,-1,-2.2,17,4,-6
Cc1ccc(NC(=O)c2c(-c3ccccc3Cl)noc2C)nc1,20,25,0,-1,-2,0.5,13,20,21
O=C(Nc1cccc(-c2nc3ccccc3o2)c1)c1ccc(N2C(=O)C3C4C=CC(C4)C3C2=O)cc1 (stereo not drawn),-5,-4,-4,1,-4,-21,0,13,-6
Cc1c(C)c2ccc(OCC(=O)N3CCN(c4cccc(Cl)c4)CC3)cc2oc1=O,-3,-6,-2,-5,-8,-1.1,-5,21,-7

# Given with values under each structure: three of the compounds above
# Order of results – TIM10 inh | tim10-1 inh | MIN6 prolif | GRIN3A LBD mod | APJ ag | MPTP block | APJ antag | NLRP3 yeast inh | tim23-1 inh
- Cc1ccccc1N1CC(C(=O)Nc2ccc(S(=O)(=O)NCC3CCCO3)cc2)CC1=O (stereo not drawn)
→ -2 | 10 | 0 | -4 | -4 | -1.7 | -1 | 8 | 14
- Cc1ccc2c(c1)C(=O)CC(O)(C(F)(F)F)O2 (stereo not drawn)
→ -11 | -8 | -1 | 2 | 2 | -0.8 | 2 | 14 | 12
- O=C1Nc2ccc(F)cc2C12SCCS2
→ 8 | 24 | -3 | 0 | 6 | -3.5 | 0 | 16 | 28
